FLuc act counter = affects firefly luciferase, flagging false hits in luciferase stimulation screens | AID 1027 | activation factor at 10 µM | 200,000 tested, under 10 active | ATPlite luciferase biochemical, luminescence, 10 min; 0 = ATP-free wells, 1 = DMSO control | P08659;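 active = luciferase activation factor, scaled between plate controls, of at least 2 with compound at 10 µM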
Target sequence (P08659 whole entry, looked up): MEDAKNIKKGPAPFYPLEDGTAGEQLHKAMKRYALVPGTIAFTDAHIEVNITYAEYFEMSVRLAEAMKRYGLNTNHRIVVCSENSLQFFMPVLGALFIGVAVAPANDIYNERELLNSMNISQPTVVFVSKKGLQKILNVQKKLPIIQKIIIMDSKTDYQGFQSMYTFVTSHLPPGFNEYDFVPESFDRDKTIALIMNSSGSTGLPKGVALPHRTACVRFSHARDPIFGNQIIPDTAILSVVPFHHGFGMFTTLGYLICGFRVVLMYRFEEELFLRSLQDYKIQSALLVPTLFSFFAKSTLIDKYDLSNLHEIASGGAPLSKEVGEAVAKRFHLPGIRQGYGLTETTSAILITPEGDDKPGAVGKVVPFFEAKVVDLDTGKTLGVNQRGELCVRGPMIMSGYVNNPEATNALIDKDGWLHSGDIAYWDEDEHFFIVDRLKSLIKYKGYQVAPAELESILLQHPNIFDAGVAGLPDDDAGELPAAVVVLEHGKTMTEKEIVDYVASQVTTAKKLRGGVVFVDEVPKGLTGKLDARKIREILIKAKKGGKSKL
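Assay system – cell-free luciferase reagent · Medium – PBS-based ATP solution · Dosing – test compounds dosed from 2 mM stocks in 100% DMSO · Timing – 10 min, room temperature · Technique – light output (luminescence) · Measure – luminescence gain marking luciferase activators · Controls – No-ATP low control, compound-free enzyme-plus-ATP high control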
RAM network inh = blocks the yeast RAM network. S. cerevisiae dse1pr::URA3 reporter, 5-FOA growth OD615, 2 d; analog-sensitive cbk1-as2 kinase mutant strain. inhibition, % at 50 µM. actives 1.8% (n = 190,000). AID 868;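 active = inhibition above a set limit, 3 SD over mean compound inhibition, cut at about 8.4% in these data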;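 also: 0% = DMSO-only wells with no growth and 100% = 10 µM 1-NA-PP1 full growth; inhibition rescues growth on 5-FOA so higher OD means more RAM inhibition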
TNAP act hiacc = activators of human TNAP at high phosphate acceptor concentration | activation factor at 20 µM | purified TNAP, CDP-star luminescence, 1 M DEA, 30 min; hits give high values; 0 = EDTA background, 1 = DMSO-only activity | 200,000 tested, under 10 active | AID 1136;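 active = activation factor at least 2 at 20 µM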
Target sequence (P05186 whole entry, looked up): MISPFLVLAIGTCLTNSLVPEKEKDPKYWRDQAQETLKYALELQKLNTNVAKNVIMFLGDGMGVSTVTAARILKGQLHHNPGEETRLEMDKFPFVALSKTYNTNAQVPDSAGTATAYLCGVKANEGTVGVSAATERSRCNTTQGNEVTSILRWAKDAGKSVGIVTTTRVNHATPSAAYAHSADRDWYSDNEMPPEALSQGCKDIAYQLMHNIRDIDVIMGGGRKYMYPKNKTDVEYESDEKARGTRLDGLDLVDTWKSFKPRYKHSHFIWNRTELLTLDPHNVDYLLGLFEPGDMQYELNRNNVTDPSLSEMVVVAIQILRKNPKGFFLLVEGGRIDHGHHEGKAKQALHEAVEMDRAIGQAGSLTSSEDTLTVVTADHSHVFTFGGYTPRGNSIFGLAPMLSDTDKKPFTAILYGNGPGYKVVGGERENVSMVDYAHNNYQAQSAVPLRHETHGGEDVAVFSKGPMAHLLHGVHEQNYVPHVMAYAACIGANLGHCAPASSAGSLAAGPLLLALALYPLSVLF
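Test system – human TNAP · Doses – 20 µM single point · Incubation – 30 min, room temperature · Signal – luminescent substrate turnover signal · Read-out basis – activation factor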
bIAP activator = increases bovine intestinal alkaline phosphatase activity; activation factor at 20 µM; purified bovine IAP, CDP-star luminescence, 30 min; hits give high values; fold of DMSO-control signal, blank-subtracted; actives 0.17% (n = 200,000);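 active = activation factor of 2 or more at 20 µM, a signal rise over negative controls twice the positive control's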
TNAP inh hiacc = TNAP (human) inhibition, high acceptor; P05186; purified TNAP, CDP-star luminescence, 1 M DEA; inhibition, % at 20 µM; actives 0.03% (n = 200,000); AID 1135;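 active = over 50% inhibition of tissue-nonspecific alkaline phosphatase at 20 µM in the single-dose screen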;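 also: plate controls were DMSO wells for no effect and EDTA-quenched wells as full inhibition for full effect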
FLuc inh counter = Photinus pyralis luciferase inhibition counter-screen; P08659; ATPLite firefly luciferase biochemical luminescence, 10 min; actives 1.5% (n = 200,000); inhibition, % at 10 µM;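 active = inhibition above about 50% when tested at 10 µM, limit read from the data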
L major viab = inhibitors of Leishmania major promastigote growth; Leishmania major promastigotes, resazurin fluorescence viability; inhibition, % at 10 µM; actives 9% (n = 200,000); AID 1063; in the data active = inhibition above about 50%;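 also: promastigotes grown with compound for 44 hours at 28 °C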
TNAP inh noacc = TNAP (human) inhibition, acceptor-free conditions. P05186. purified TNAP, CDP-star luminescence, 30 min. inhibition, % at 20 µM. actives 0.26% (n = 200,000). AID 1012;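 active = tissue-nonspecific alkaline phosphatase inhibition above about 50% at 20 µM in the single-dose screen, limit read from the data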;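 also: 0% = DMSO negative control and 100% = EDTA positive control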
APP transl inh = APP translation inhibition | SH-SY5Y APP 5'UTR-luciferase reporter, luminescence | inhibition, % at 2 µM | actives 0.82% (n = 190,000) | AID 1285;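 active = inhibition above a set limit, derived from the sample mean plus 3 SD, cut at about 45% in these data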; also: values of inactives mirror those of a sister screen read the other way
bIAP inhibitor = blocks bovine intestinal alkaline phosphatase activity; purified bovine IAP, CDP-star luminescence, 30 min; inhibition, % at 20 µM; 190,000 tested, under 10 active; AID 1019;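 active = over 50% inhibition of intestinal alkaline phosphatase at 20 µM in the single-dose screen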
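Assay system – bovine IAP enzyme · Quantity – bovine IAP at 1/65,000,000 final dilution · Detection – CDP-star luminescence signal · Times – 30 min reaction at room temperature · Also added – CDP-star substrate at 30 µM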
Starred values were filed as active, the others as inactive.

Screening O=C(O)CC(NC(=O)OCc1ccccc1)c1ccc(Br)cc1 (stereo not given) returned FLuc act counter 1, RAM network inh -0.6, TNAP act hiacc 0.9, bIAP activator 1, TNAP inh hiacc 5.7, FLuc inh counter 1.5, L major viab -7.4, TNAP inh noacc -0.4, APP transl inh -4.4 and bIAP inhibitor 2.2.
COc1cccc(C(=O)N2CCN(C(=O)c3cccc(F)c3)CC2)c1 was read as FLuc act counter 1, RAM network inh 0.7, TNAP act hiacc 1, bIAP activator 1.1, TNAP inh hiacc 0.5, FLuc inh counter -4.7, L major viab -7.2, TNAP inh noacc -8.4, APP transl inh 4.2 and bIAP inhibitor -9.1.
`CCOC(=O)c1c(C)[nH]c(C(=O)COC(=O)CNC(=O)c2ccc(Cl)cc2)c1C` gave FLuc act counter 1, RAM network inh 6.8, TNAP act hiacc 1, bIAP activator 0.9, TNAP inh hiacc 1.9, FLuc inh counter -3.5, L major viab -5.9, TNAP inh noacc -6.9, APP transl inh 10.8 and bIAP inhibitor 13.0.
For Cc1ccccc1OCC(O)CN1CCCCC1 (stereo not given) the results were FLuc act counter 1, RAM network inh 1.4, TNAP act hiacc 1.1, bIAP activator 1.1, TNAP inh hiacc -7.7, FLuc inh counter 4.7, L major viab 13.4, TNAP inh noacc -6.9, APP transl inh -18.8 and bIAP inhibitor -7.5.
Screening O=C(CSc1oc(-c2ccco2)nc1S(=O)(=O)c1ccccc1)NCC1CCCO1 (stereo not given) returned FLuc act counter 1.1, RAM network inh -1.0, TNAP act hiacc 1, bIAP activator 0.9, TNAP inh hiacc -0.2, FLuc inh counter -5.2, L major viab 5.4, TNAP inh noacc -9.4, APP transl inh -15.0 and bIAP inhibitor 11.6.
Screening CN1C(=S)NC(C)(C)CC1(C)c1ccc(O)cc1O (stereo not given) returned FLuc act counter 1, RAM network inh 1.6, TNAP act hiacc 1, bIAP activator 0.9, TNAP inh hiacc -1.6, FLuc inh counter -4.9, L major viab -5.9, TNAP inh noacc -9.9, APP transl inh -4.3 and bIAP inhibitor 11.0.
Screening O=C(Nn1cnc2ccccc2c1=O)c1ccccc1Cl returned FLuc act counter 0.9, RAM network inh 1.0, TNAP act hiacc 1, bIAP activator 0.9, TNAP inh hiacc -4.3, FLuc inh counter 8.7, L major viab -5.3, TNAP inh noacc -8.8, APP transl inh -0.9 and bIAP inhibitor 7.8.
Screening N#CC1=C2SCN(Cc3ccco3)CN2C(=O)CC1c1cccc2ccccc12 (stereo not given) returned FLuc act counter 0.9, RAM network inh 3.1, TNAP act hiacc 1, bIAP activator 0.9, TNAP inh hiacc -0.2, FLuc inh counter 12.3, L major viab -0.8, TNAP inh noacc -1.0, APP transl inh -2.0 and bIAP inhibitor 9.9.
Screening CC(C)(C)c1ccc(/C=N/n2cnnc2)cc1 returned FLuc act counter 0.8, RAM network inh -0.5, TNAP act hiacc 1, bIAP activator 1, TNAP inh hiacc 0.4, FLuc inh counter 19.4, L major viab 44.1, TNAP inh noacc -9.1, APP transl inh -14.5 and bIAP inhibitor 4.1.
`CC1=C(C(=O)OC(C)C)C(c2cccc(F)c2)n2ncnc2N1` (stereo not given) gave FLuc act counter 1.1, RAM network inh 2.5, TNAP act hiacc 1, bIAP activator 0.9, TNAP inh hiacc -4.8, FLuc inh counter -5.5, L major viab -2.2, TNAP inh noacc -12.9, APP transl inh 15.7 and bIAP inhibitor 5.7.
For CCOc1ccc(C(=O)Nc2nc(C)cc(C)n2)cc1[N+](=O)[O-] the results were FLuc act counter 1.1, RAM network inh 2.5, TNAP act hiacc 1, bIAP activator 1.1, TNAP inh hiacc -0.9, FLuc inh counter -5.5, L major viab 13.7, TNAP inh noacc 6.5, APP transl inh 1.2 and bIAP inhibitor -10.8.
`CCc1ccc(-n2c(SCC(=O)c3ccc4c(c3)NC(=O)CO4)nc3ccccc3c2=O)cc1` gave FLuc act counter 1.1, RAM network inh 0.4, TNAP act hiacc 1, bIAP activator 1, TNAP inh hiacc -3.9, FLuc inh counter -8.9, L major viab -2.9, TNAP inh noacc -5.5, APP transl inh 2.2 and bIAP inhibitor -4.5.
CCOC(=O)C1=C(CBr)NC(=O)NC1C (stereo not given) was read as FLuc act counter 1, RAM network inh 1.2, TNAP act hiacc 1, bIAP activator 1, TNAP inh hiacc 2.5, FLuc inh counter -0.8, L major viab 6.6, TNAP inh noacc -14.7, APP transl inh -17.3 and bIAP inhibitor 0.0.
FC(F)(F)c1cccc(OCCN2CCN(Cc3ccccc3)CC2)c1 was read as FLuc act counter 1, RAM network inh 0.8, TNAP act hiacc 1, bIAP activator 0.8, TNAP inh hiacc -1.1, FLuc inh counter -3.4, L major viab 76.2*, TNAP inh noacc -15.0, APP transl inh 11.7 and bIAP inhibitor 16.5.
Screening CCOC(=O)c1c(-c2ccccc2)csc1NC(=O)C(C)NCc1ccco1 (stereo not given) returned FLuc act counter 1, RAM network inh 3.5, TNAP act hiacc 1, bIAP activator 0.7, TNAP inh hiacc -0.9, FLuc inh counter -4.6, L major viab 10.2, TNAP inh noacc -16.3, APP transl inh 1.4 and bIAP inhibitor 31.5.
CCc1ccccc1Nc1nc2ccccc2n1C(C)C was read as FLuc act counter 1, RAM network inh 2.4, TNAP act hiacc 1.1, bIAP activator 1.1, TNAP inh hiacc -6.2, FLuc inh counter -2.6, L major viab 36.1, TNAP inh noacc -20.9, APP transl inh -1.6 and bIAP inhibitor -6.4.
For CC(C)Cn1c2nc3ccccc3nc2c2c(=O)n(CCN3CCOCC3)cnc21 the results were FLuc act counter 1.1, RAM network inh -0.4, TNAP act hiacc 1, bIAP activator 1.1, TNAP inh hiacc -2.0, FLuc inh counter -5.5, L major viab 8.2, TNAP inh noacc -12.0, APP transl inh -3.5 and bIAP inhibitor -6.4.
`O=[N+]([O-])c1cc(-c2nc(-c3ccncc3)no2)ccc1Cl` gave FLuc act counter 1, RAM network inh 1.4, TNAP act hiacc 1, bIAP activator 1, TNAP inh hiacc 0.1, FLuc inh counter -1.8, L major viab 12.8, TNAP inh noacc -24.5, APP transl inh -7.2 and bIAP inhibitor 3.0.
CCCNC(=O)COC(=O)c1ccc(S(=O)(=O)N2CCCC2)cc1 was read as FLuc act counter 1, RAM network inh 0.8, TNAP act hiacc 1, bIAP activator 0.9, TNAP inh hiacc -3.3, FLuc inh counter -2.1, L major viab -4.0, TNAP inh noacc -10.3, APP transl inh 16.1 and bIAP inhibitor 7.9.
For COc1cc(/C=N/O)ccc1Oc1ccc([N+](=O)[O-])cc1[N+](=O)[O-] the results were FLuc act counter 1, RAM network inh 1.7, TNAP act hiacc 1, bIAP activator 0.9, TNAP inh hiacc 0.3, FLuc inh counter 2.5, L major viab 24.1, TNAP inh noacc -3.9, APP transl inh -19.3 and bIAP inhibitor 8.1.
CCSc1nnc(-c2cccnc2)n1Cc1ccco1 was read as FLuc act counter 1, RAM network inh -0.1, TNAP act hiacc 0.9, bIAP activator 1, TNAP inh hiacc 5.1, FLuc inh counter -2.4, L major viab -3.0, TNAP inh noacc -9.7, APP transl inh -7.6 and bIAP inhibitor 2.0.
For CN(c1cccc(NC(=O)COc2ccc(Cl)cc2Cl)c1)S(C)(=O)=O the results were FLuc act counter 0.3, RAM network inh 8.8*, TNAP act hiacc 1, bIAP activator 1, TNAP inh hiacc -1.8, FLuc inh counter 69.2*, L major viab -7.0, TNAP inh noacc -4.2, APP transl inh -40.2 and bIAP inhibitor -0.7.
CCOc1ccccc1OCC(O)CNC (stereo not given) was read as FLuc act counter 1.1, RAM network inh 1.2, TNAP act hiacc 1, bIAP activator 0.9, TNAP inh hiacc -4.6, FLuc inh counter -5.1, L major viab -4.5, TNAP inh noacc -15.2, APP transl inh 4.6 and bIAP inhibitor 8.3.
Screening Cc1ccc(CNC(=O)C2CCCN(S(=O)(=O)c3cccnc3)C2)cc1 (stereo not given) returned FLuc act counter 1.1, RAM network inh -1.1, TNAP act hiacc 1, bIAP activator 1, TNAP inh hiacc -1.6, FLuc inh counter -9.6, L major viab -1.3, TNAP inh noacc -0.4, APP transl inh -15.9 and bIAP inhibitor -3.7.
`C/C(=N\Nc1nc2c(s1)CCCC2)c1ccccc1` gave FLuc act counter 0.9, RAM network inh -0.4, TNAP act hiacc 1, bIAP activator 1.1, TNAP inh hiacc -0.1, FLuc inh counter 13.7, L major viab 51.7*, TNAP inh noacc -13.3, APP transl inh -15.3 and bIAP inhibitor -5.1.
`COC(=O)C(NC(=O)c1ccccc1)=C(C)C` gave FLuc act counter 1, RAM network inh 1.5, TNAP act hiacc 1.1, bIAP activator 0.9, TNAP inh hiacc -5.3, FLuc inh counter -3.8, L major viab 2.1, TNAP inh noacc -11.6, APP transl inh -10.0 and bIAP inhibitor 11.4.
Cc1ccc(-c2csc3ncnc(SCc4ccc(C(=O)O)cc4)c23)cc1 was read as FLuc act counter 1, RAM network inh 2.5, TNAP act hiacc 1.1, bIAP activator 1, TNAP inh hiacc -10.1, FLuc inh counter -4.0, L major viab -3.3, TNAP inh noacc -7.7, APP transl inh -2.3 and bIAP inhibitor -3.6.
For Cc1ccc(-c2nnn(CC(=O)N(c3ccccc3)C(C(=O)NCC3CCCO3)c3ccc(F)cc3)n2)o1 (stereo not given) the results were FLuc act counter 1, RAM network inh 5.1, TNAP act hiacc 1, bIAP activator 1, TNAP inh hiacc -2.7, FLuc inh counter -3.4, L major viab -1.3, TNAP inh noacc -8.5, APP transl inh -17.9 and bIAP inhibitor 3.8.
Screening c1nc(N2CCCCCC2)c2[nH]cnc2n1 returned FLuc act counter 1, RAM network inh 1.7, TNAP act hiacc 1, bIAP activator 1.4, TNAP inh hiacc -3.7, FLuc inh counter -2.6, L major viab 8.3, TNAP inh noacc -58.2, APP transl inh -4.7 and bIAP inhibitor -35.8.
For CC(C)(O)C#Cc1ccc(C(=O)NC2CCCCC2)s1 the results were FLuc act counter 1, RAM network inh 0.9, TNAP act hiacc 1, bIAP activator 1, TNAP inh hiacc -2.9, FLuc inh counter 2.6, L major viab 1.7, TNAP inh noacc -13.0, APP transl inh -34.5 and bIAP inhibitor 1.7.
Cc1ccn2c(Nc3ccc4c(c3)OCO4)c(-c3ccccn3)nc2c1 was read as FLuc act counter 0.9, RAM network inh 2.1, TNAP act hiacc 1, bIAP activator 1.2, TNAP inh hiacc 4.3, FLuc inh counter 9.9, L major viab 100.5*, TNAP inh noacc -107.7, APP transl inh 52.4* and bIAP inhibitor -16.2.
CC(C)(C)c1ccc(C(=O)NCC(=O)N/N=C/c2ccccc2OCC(=O)O)cc1 was read as FLuc act counter 1, RAM network inh 6.2, TNAP act hiacc 1.1, bIAP activator 1, TNAP inh hiacc -6.0, FLuc inh counter 1.4, L major viab -9.0, TNAP inh noacc -2.8, APP transl inh -5.1 and bIAP inhibitor -0.9.

Random excerpt: 2 entries already listed.
CC(C)(C)c1ccc(C(=O)NCC(=O)N/N=C/c2ccccc2OCC(=O)O)cc1 was read as FLuc act counter 1, RAM network inh 6.2, TNAP act hiacc 1.1, bIAP activator 1, TNAP inh hiacc -6.0, FLuc inh counter 1.4, L major viab -9.0, TNAP inh noacc -2.8, APP transl inh -5.1 and bIAP inhibitor -0.9.
`COC(=O)C(NC(=O)c1ccccc1)=C(C)C` gave FLuc act counter 1, RAM network inh 1.5, TNAP act hiacc 1.1, bIAP activator 0.9, TNAP inh hiacc -5.3, FLuc inh counter -3.8, L major viab 2.1, TNAP inh noacc -11.6, APP transl inh -10.0 and bIAP inhibitor 11.4.
